PPARg SRC3 recr: PPARgamma agonists recruiting SRC-3 coactivator, primary screen, biochemical | biochemical PPARgamma/SRC-3 coactivator recruitment assay | Peroxisome proliferator-activated receptor gamma (Homo sapiens), P37231 | hit rate 0.26% among 200,000 | activation, % at 8 µM | AID 731, 2007; in the data active = activation above about 23%;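 also: 0% = DMSO and 100% = reference agonist; some compounds past the cut are filed as inactive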
Diaphorase act: compounds boosting diaphorase resazurin reduction – biochemical, uHTS, resorufin fluorescence, counter-screen for diaphorase-coupled primary assays, primary screen. Diaphorase/resazurin coupled assay, 16 min; active compounds read high; 1 = vehicle wells, 0 = NADH-free wells. activation factor at 20 µM. hit rate 0.005% among 190,000;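 active = diaphorase activity raised at least twofold by the compound at 20 µM; inactive = activation factor below 2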
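Material: Clostridium kluyveri diaphorase, purified enzyme; Quantity: enzyme 0.07 U/mL final; Medium: HEPES pH 7.4 buffer with MgCl2 and Tween 20; Dosing: single compound dose of 20 µM, 1% DMSO final; Schedule: 16 min reaction at room temperature; Measured by: red resorufin fluorescence at 544/590 nm excitation/emission.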
G6PDH CS: L. mesenteroides G6PDH inhibitors, counter-screen for G6PDH-coupled screening assays, biochemical, Leuconostoc mesenteroides enzyme. glucose-6-phosphate dehydrogenase [Leuconostoc mesenteroides]. Purified L. mesenteroides G6PDH, diaphorase/resazurin coupled fluorescence, 45 min. inhibition, % at 5 µM. hit rate 0.12% among 200,000. AID 1020, 2008; in the data active = inhibition above about 50%
SRC2 TRFRET art: TR-FRET signal artefacts, primary screen, artefact control for PPARgamma SRC-2 agonist project, biochemical | TR-FRET artefact counter-screen; active compounds read high | TR-FRET ratio at 8 µM | hit rate 0.4% among 200,000; in the data active = TR-FRET ratio above about 2000; also: inactives centre near 1500
ROMK primary: ROMK potassium channel modulators, primary screen, cell-based, thallium flux, MLSMR library; ATP-sensitive inward rectifier potassium channel 1 (Homo sapiens), P48048; B-score at 10 µM; Tet-inducible ROMK, thallium flux fluorescence; actives lie on both sides; hit rate 2% among 130,000;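 active = signal ratio slope over the read window, or its plate-corrected B-score, at least 3 SD from the plate mean, either direction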;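 also: B-score of the F/F0 ratio slope over 7 to 12 s after thallium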
Target sequence (P48048 whole entry, looked up): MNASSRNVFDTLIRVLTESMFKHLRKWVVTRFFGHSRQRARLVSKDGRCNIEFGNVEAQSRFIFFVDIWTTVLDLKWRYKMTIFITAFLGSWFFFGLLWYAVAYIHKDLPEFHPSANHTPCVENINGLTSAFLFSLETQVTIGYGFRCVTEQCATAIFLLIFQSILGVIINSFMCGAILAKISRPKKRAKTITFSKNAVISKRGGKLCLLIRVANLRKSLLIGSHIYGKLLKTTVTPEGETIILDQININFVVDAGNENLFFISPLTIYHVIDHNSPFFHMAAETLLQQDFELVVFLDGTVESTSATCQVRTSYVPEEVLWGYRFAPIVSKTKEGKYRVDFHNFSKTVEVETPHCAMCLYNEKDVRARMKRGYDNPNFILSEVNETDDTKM
Diaph inh CS: diaphorase inhibitors and chemical oxidizers, primary screen, counter-screen for diaphorase-coupled primary assays, biochemical, uHTS, resorufin fluorescence; diaphorase resazurin-to-resorufin fluorescence, NADH, 16 min; bacterial (C. kluyveri) enzyme, not human; inhibition, % at 20 µM; hit rate 0.69% among 190,000;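 active = primary screen inhibition at 20 µM above a set limit, cut at about 50% in these data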;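 also: plate controls were DMSO with full reaction for no effect and wells lacking NADH for full effect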
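controls = No-NADH positive control and DMSO neutral control | system = Clostridium kluyveri diaphorase enzyme | timing = reaction incubation of 16 min at room temperature | signal = resorufin fluorescence 544/590 nm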
PMI act hi M6P: human PMI activators, high substrate, primary screen, biochemical, fluorescence intensity, near-saturating mannose 6-phosphate; hit rate 0.34% among 190,000; coupled PMI enzyme assay, resazurin fluorescence, 20 min; active compounds read high; 1 = untreated enzyme, 0 = substrate-free blank; activation factor at 20 µM;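 active = activation factor of 2 or more at 20 µM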
Target sequence (P34949 whole entry, looked up): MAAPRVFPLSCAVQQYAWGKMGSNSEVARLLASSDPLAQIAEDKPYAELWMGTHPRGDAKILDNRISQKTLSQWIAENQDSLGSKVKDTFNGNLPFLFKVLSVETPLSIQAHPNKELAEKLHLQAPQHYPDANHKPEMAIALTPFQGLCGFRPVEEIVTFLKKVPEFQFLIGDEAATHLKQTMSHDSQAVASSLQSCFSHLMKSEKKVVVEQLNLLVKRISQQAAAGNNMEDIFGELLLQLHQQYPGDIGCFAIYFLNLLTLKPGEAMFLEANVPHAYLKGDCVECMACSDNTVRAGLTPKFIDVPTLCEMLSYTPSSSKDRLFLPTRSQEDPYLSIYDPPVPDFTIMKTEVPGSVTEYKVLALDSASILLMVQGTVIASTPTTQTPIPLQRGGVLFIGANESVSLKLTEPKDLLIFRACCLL
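Test system: human PMI in coupled enzyme assay; Input: PMI at 15 ng/mL final; Medium: HEPES buffer, pH 7.4; Schedule: 20 min incubation at room temperature; Technique: resorufin fluorescence at Ex 544/Em 590 nm; Compound: 20 µM single dose; Probe or stimulus: Near-saturating mannose-6-phosphate, 1.0 mM.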
S1P3 antag: S1P3 receptor antagonists, primary screen, cell-based | Sphingosine 1-phosphate receptor 3 (Homo sapiens), Q99500 | CHO S1P3 NFAT-BLA reporter, FRET fluorescence, antagonist mode | inhibition, % at 4.98 µM | hit rate 0.27% among 170,000 | AID 485, 2006;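 active = inhibition above the plate cutoff, the mean inhibition of test wells on that plate plus 3 SD, cut at about 28% in these data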;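 also: cells challenged with S1P at its EC80 of 0.8 µM; blue over green emission ratio from cleaved BLA substrate after 4 h stimulation; 0% = S1P-stimulated wells and 100% = unstimulated DMSO-only wells; some compounds past the cut are filed as inactive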
PPARg SRC-2 ag: agonists of PPARg-SRC-2 recruitment, primary screen, biochemical, HTS; Peroxisome proliferator-activated receptor gamma (Homo sapiens), P37231; PPARgamma LBD-SRC-2 recruitment; activation, % at 8 µM; hit rate 0.34% among 200,000; AID 1032, 2008; in the data active = activation above about 22%;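 also: 0% = vehicle and 100% = reference agonist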
PMI activator: activators of human PMI, primary screen, biochemical, fluorescence intensity, near-Km mannose 6-phosphate. Mannose-6-phosphate isomerase (Homo sapiens), P34949. purified human PMI, coupled resazurin fluorescence, 20 min; active compounds read high; 1 = vehicle control, 0 substrate-free wells. activation factor at 20 µM. hit rate 0.005% among 190,000;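 active = activation factor of 2 or more at 20 µM, relative to plate controls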
PPARg SRC-1 ag: PPARgamma agonists recruiting SRC-1 coactivator, primary screen, biochemical; Peroxisome proliferator-activated receptor gamma (Homo sapiens), P37231; PPARgamma-SRC-1 coactivator recruitment biochemical assay; activation, % at 8 µM; hit rate 0.41% among 200,000; in the data active = activation above about 19%;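 also: 0% = DMSO and 100% = reference agonist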
Active calls of the source: *; / = no result given.

SMILES	PPARg SRC3 recr	Diaphorase act	G6PDH CS	SRC2 TRFRET art	ROMK primary	Diaph inh CS	PMI act hi M6P	S1P3 antag	PPARg SRC-2 ag	PMI activator	PPARg SRC-1 ag
CC1CCN(C(=S)Nc2ccc(SC(F)F)cc2)CC1	1	0.9	3	1678	/	12	1	-3	7	1	2
CC(=O)N1CCC(=NNC(=O)c2cccs2)CC1	-4	0.9	5	1480	0.42	13	1.1	-3	3	1.1	-1
O=C(Nc1ccncc1)C1c2ccccc2Oc2ccccc21	-17	1	4	1450	/	-5	1	8	-9	1	-4
O=c1c2ccccc2nc(-c2ccco2)n1-c1nc2ccccc2s1	17	0.9	7	1793	/	10	1	/	6	1	7
O=C(Nc1ccccc1C(F)(F)F)N1CCCCCC1	-16	1	1	1741	/	-4	1.1	13	5	1	2
NS(=O)(=O)c1ccc(CCNC(=O)c2cc(-c3cccs3)nc3ccccc23)cc1	0	0.9	-2	1563	-0.25	8	0.9	5	3	1	-2
CC(C)(C)c1ccc(/C=N/OCC(=O)NCc2ccc(F)cc2)cc1	-2	0.9	1	1543	0.29	12	0.9	-8	1	0.9	-6
O=P(c1ccccc1)(c1ccccc1)C(O)c1ccncc1 (stereo not given)	10	1	2	1598	-2	-1	1.1	10	5	1.1	0
CCCCNC(=S)N=Nc1c(O)n(Cc2ccccc2)c2ccccc12	4	0.9	-23	1742	/	9	0.9	-2	5	0.9	3
COc1ccc(NC(=O)COC(=O)CCCOc2ccc(Cl)cc2Cl)cc1	5	0.8	-11	1632	/	19	0.9	-3	5	0.8	1
COc1ccccc1CC(=O)Nc1ccc(Cl)cc1C(=O)O	2	1	8	1752	-0.6	2	1	-5	-7	1.1	3
Cc1ccccc1C(=O)N1CCC(C(=O)Nc2ccc(S(=O)(=O)N(C)C(C)C)cc2)CC1	0	1	1	1463	0.77	-2	1.1	/	6	1	-1
CCC(=O)Nc1cc(C)c(NC(=O)c2ccccc2OC)cn1	0	0.9	3	1678	1	13	0.8	-7	-7	0.9	6
Cc1cccc(NC(=O)c2c(C)nc3ccccn23)c1	-24	0.8	6	1553	0.13	16	0.9	/	1	0.9	3
C=CCNC(=O)N[C@@H](CCSC)C(=O)OC	1	0.9	9	1639	/	9	1	-3	2	1	-2
NC1=NN=C(N2N=C(c3ccc(Br)cc3)CC2(O)C(F)(F)F)n2ncnc2C1 (stereo not given)	2	0.8	13	1481	/	24	0.9	1	5	0.8	4
COc1ccccc1/C=C/C(=O)NCC(=O)N/N=C/c1ccccc1[N+](=O)[O-]	-4	0.8	11	1475	0.17	19	1	-10	-3	1	1
COc1cc2cc(CN(CCCO)S(=O)(=O)c3ccccc3)c(=O)[nH]c2cc1OC	6	0.8	4	1891	0.051	20	1	-69	-1	0.9	-6
CC(C)c1nc(SCC(=O)N2CCCC2)c2ccccc2n1	20	0.9	21	1577	/	12	1	1	-3	1	8
CCn1c(=O)cc(OCC(=O)NCCc2ccc(OC)c(OC)c2)c2ccccc21	6	0.9	9	1554	0.6	12	0.9	-5	4	1	-8
O=C(CN(c1ccccc1)S(=O)(=O)c1ccc(Cl)cc1)Nc1ccccc1C(=O)N1CCCC1	-5	0.9	0	1436	-0.7	8	1	/	0	1	-3
COc1ccc(NS(=O)(=O)c2ccc(NC(=O)Cc3cccs3)cc2)cc1	5	0.9	-21	1592	/	13	1	-1	11	0.9	7
O=C(Nc1ccncc1)C1COc2ccccc2O1 (stereo not given)	0	0.9	16	1512	/	12	0.9	-3	2	0.8	1
CC(C)NC(=O)CSc1nc(Cc2cccs2)nc2ccccc12	10	0.8	-3	1708	/	19	0.8	/	8	0.9	11
COc1ccc(-c2cc(C(F)(F)F)nc(N3CCN(Cc4ccccc4)CC3)n2)cc1OC	-8	0.9	7	1506	-0.21	12	0.9	/	2	0.9	4

As a working copy, part of the list above.
SMILES	PPARg SRC3 recr	Diaphorase act	G6PDH CS	SRC2 TRFRET art	ROMK primary	Diaph inh CS	PMI act hi M6P	S1P3 antag	PPARg SRC-2 ag	PMI activator	PPARg SRC-1 ag
O=C(CN(c1ccccc1)S(=O)(=O)c1ccc(Cl)cc1)Nc1ccccc1C(=O)N1CCCC1	-5	0.9	0	1436	-0.7	8	1	/	0	1	-3
COc1ccc(NS(=O)(=O)c2ccc(NC(=O)Cc3cccs3)cc2)cc1	5	0.9	-21	1592	/	13	1	-1	11	0.9	7
O=C(Nc1ccncc1)C1COc2ccccc2O1 (stereo not given)	0	0.9	16	1512	/	12	0.9	-3	2	0.8	1
CC(C)NC(=O)CSc1nc(Cc2cccs2)nc2ccccc12	10	0.8	-3	1708	/	19	0.8	/	8	0.9	11
COc1ccc(-c2cc(C(F)(F)F)nc(N3CCN(Cc4ccccc4)CC3)n2)cc1OC	-8	0.9	7	1506	-0.21	12	0.9	/	2	0.9	4

New compounds follow:
SMILES	PPARg SRC3 recr	Diaphorase act	G6PDH CS	SRC2 TRFRET art	ROMK primary	Diaph inh CS	PMI act hi M6P	S1P3 antag	PPARg SRC-2 ag	PMI activator	PPARg SRC-1 ag
Cc1cccc(OCc2nnc(SCc3cc(=O)[nH]c4ccccc34)n2-c2ccccc2)c1	-4	0.8	-11	1431	-1.7	21	0.9	0	-7	0.8	-7
CCCNC(=O)COC(=O)c1n[nH]c2ccccc12	2	1	6	1540	-0.21	0	1	2	8	1	-8
Cc1ccc(CCC(=O)Nc2ccc(S(N)(=O)=O)cc2)o1	-5	1	3	1676	/	0	1.2	-16	-3	1.1	0
COc1ccc(-c2nnc3ccc(SCC(=O)N4CCOCC4)nn23)cc1	/	0.9	-6	/	/	10	1	-25	/	0.9	/
Nc1cc(S(=O)(=O)Nc2ccccc2Cl)ccc1N1CCOCC1	5	0.9	5	1483	-1.5	8	0.9	-9	-6	1.1	2
Nc1nonc1C(=O)NC(c1ccccc1)c1ccccc1	-5	0.9	2	1600	/	12	0.9	24	-1	0.9	6
Cc1ccc([N+](=O)[O-])cc1NC(=O)c1ccc(CSc2ccccc2)cc1	1	0.9	7	1679	/	11	0.9	-9	5	0.8	4
CCn1c2ccccc2c2cc(NC(=O)CSc3nnc(C4CC4)n3Cc3ccco3)ccc21	3	0.8	-25	1581	/	19	1.3	25	-2	0.9	4
Cc1cc(/C=C(\C#N)C(=O)NCc2cccs2)c(C)n1-c1ccccc1F	-2	0.8	3	1339	/	16	0.9	/	-8	0.9	2
CCCCSc1nnc(-c2ccc(OC)cc2)n1C	0	1	9	1478	-0.083	2	1	/	3	1	-4
CC(=O)N1N=C(c2cccc(Cl)c2)OC1c1cccc([N+](=O)[O-])c1 (stereo not given)	6	0.9	-14	1690	0	15	1	-2	-1	0.9	-2
O=C(CNC(=O)C1CCCCC1)Nc1ccc(Cl)cc1	-1	0.9	-10	1558	/	7	0.7	/	-3	0.7	6
COc1ccc(N2CCN(CCCNC(=O)Nc3ccccc3)CC2)cc1	-10	1	10	1496	/	3	1	/	2	0.9	-1
Cc1cccc(C)c1NC(=O)CNC(=O)c1c(C)nn(C)c1Cl	-2	0.9	3	1459	0.5	10	0.9	-9	-6	0.9	-4
CCCCN(CC)CCNC(=O)CN1C(=O)COc2ccc(S(=O)(=O)N3CCCC3)cc21	5	1.1	17	1446	-0.54	-7	1.1	-16	-1	1.1	-1
CCOC(=O)CCCCC(=O)c1[nH]c(=O)[nH]c1C[n+]1ccccc1	7	1	4	1684	1.1	3	1.1	2	8	1.3	8
CN(O)/C=C/C(=O)c1ccc(Br)cc1	4	0.9	5	1796	-1.1	8	1.4	-8	5	1.5	10
CCOC(=O)NC1(Nc2cccc(Cl)c2)Oc2ccccc2O1	2	0.4	11	1639	/	55*	0.6	2	6	0.5	11
CCC1CCc2[nH]nc(C(=O)O)c2C1 (stereo not given)	9	0.9	0	1626	-0.8	12	1	/	8	1	8
N#Cc1ccccc1Sc1ccccc1C(=O)OCC(N)=O	0	0.9	0	1702	0.35	11	1	-5	4	1.1	7
CCOC(=O)N1CCN(c2ncnc3c2cnn3-c2ccc(OC)cc2)CC1	-6	1	-8	1426	-0.46	4	1	/	-15	1	3
CC1CN(S(=O)(=O)c2cccc(C(=O)NCc3ccc4c(c3)OCO4)c2)CC(C)O1 (stereo not given)	-1	0.8	-1	1720	-1.1	19	1	-12	-4	1	12
COc1ccc(Nc2nc(N)nc(CN3CCC(Cc4ccccc4)CC3)n2)cc1	2	0.8	-24	1451	/	22	0.9	-13	6	0.9	2
CCOC(=O)CSC1=C(C#N)C(=O)NC(c2ccc(OC)cc2)S1 (stereo not given)	2	0.7	0	1448	-0.86	25	1.1	/	-6	0.9	-8
Cc1ccc(C)c(C(=O)NC(C)CCc2ccccc2)c1 (stereo not given)	2	1	6	1649	-0.013	-2	1.1	-15	5	1.2	4

Additional entries follow:
SMILES	PPARg SRC3 recr	Diaphorase act	G6PDH CS	SRC2 TRFRET art	ROMK primary	Diaph inh CS	PMI act hi M6P	S1P3 antag	PPARg SRC-2 ag	PMI activator	PPARg SRC-1 ag
COc1cc(OC)cc(C(=O)NNC(=S)NCc2ccco2)c1	3	1	9	1717	1.2	-4	1.1	5	8	1.1	14
O=S1(=O)N=C(N2CCN(Cc3ccccc3)CC2)c2ccccc21	7	1	1	1536	-0.073	-2	1.1	6	-4	1.1	-4
CCc1nn(C(C)C(=O)NCCN2CCN(c3cccc(C)c3C)CC2)c(=O)c2cc3occc3n12 (stereo not given)	-5	0.9	-20	1502	/	12	0.9	0	7	0.8	-2
O=C1Nc2ccccc2N(O)N1c1cc(-c2ccc(Cl)cc2)[nH]n1	0	0.9	3	1428	0.42	12	0.9	-10	-3	1	-6
CN(C)S(=O)(=O)c1cccc(NC(=O)COc2cccc(C#N)c2)c1	-4	0.9	-3	1473	0.41	11	0.9	-11	-8	0.9	-8
CC(C)C(C(=O)Nc1ccc2c(c1)OCCOCCOCCOCCO2)N1C(=O)c2ccccc2C1=O (stereo not given)	1	0.9	8	1528	0.55	12	0.9	10	-4	0.9	3
O=C(NCc1ccccc1Cl)c1ccc2c(=O)n(CCCN3CCCC3=O)c(=S)[nH]c2c1	-4	0.8	-2	1533	/	18	1	/	-3	1	-6

Bioassay records deposited in PubChem BioAssay by several laboratories.
